Screening data: PubChem, National Center for Advancing Translational Sciences (NCATS)
Eya2 inh: qHTS Assay for Inhibitors of the Phosphatase Activity of Eya2 | Protein phosphatase EYA2 (Homo sapiens), O00167 | recombinant Eya2, OMFP fluorescence dephosphorylation (OMFP is methylfluorescein phosphate) | Potency, µM (doses to about 76.9 µM), inactives show top-dose activity, negative = inhibition, usual class: inhibitors | hit rate 0.006% among 330,000 | AID 488837, 2010; further: potency means the concentration at half of the fitted maximal effect; on the % scale 0 is the no-effect control and ±100 the full control effect
Target sequence (O00167 whole entry, looked up): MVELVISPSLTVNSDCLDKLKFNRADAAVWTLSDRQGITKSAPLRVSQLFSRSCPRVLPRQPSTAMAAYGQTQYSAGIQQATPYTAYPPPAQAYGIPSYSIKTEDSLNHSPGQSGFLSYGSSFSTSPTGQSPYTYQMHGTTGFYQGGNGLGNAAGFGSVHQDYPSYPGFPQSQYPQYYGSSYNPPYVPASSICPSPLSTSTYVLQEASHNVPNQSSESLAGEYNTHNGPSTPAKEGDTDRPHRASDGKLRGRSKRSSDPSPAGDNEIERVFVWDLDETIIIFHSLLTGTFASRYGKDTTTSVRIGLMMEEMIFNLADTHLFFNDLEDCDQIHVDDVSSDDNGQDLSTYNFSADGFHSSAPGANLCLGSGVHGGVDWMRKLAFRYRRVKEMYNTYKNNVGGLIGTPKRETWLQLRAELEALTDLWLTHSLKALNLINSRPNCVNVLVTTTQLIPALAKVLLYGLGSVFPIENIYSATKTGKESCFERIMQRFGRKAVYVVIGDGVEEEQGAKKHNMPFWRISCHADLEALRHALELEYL
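Eya2 protein (added as 0.2 uM solution) was preincubated with compound for 10 min at ambient temperature in 50 mM HEPES pH 7.5, 50 mM NaCl, 5 uM MgCl2, 0.05% BSA, 1 mM DTT. OMFP (added at 50 uM) then reacted 10 min; fluorescence read at 485/525 nm.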
TSHR antag: Antagonists of the Thyroid Stimulating Hormone Receptor: HTS campaign; TSHR-expressing cells, TSH-stimulated cAMP HTRF, 2 h; hits give low values; activity change, negative = inhibition, % at 11.5 µM; AID 504810, 2011; hit rate 0.2% among 330,000; Thyrotropin receptor (Homo sapiens), P16473;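 active means activity change below a set negative limit, meaning inhibition stronger than a set level, cut at about -70% in these data; inconclusive means activity change between two set negative limits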; further: on the % scale 0 is the no-effect control and ±100 the full control effect
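TSHR-expressing cells were treated with compounds, then stimulated with TSH at EC80 (4nM final) for 2 hours at 37 deg C. Cellular cAMP was measured by HTRF competition between lysate cAMP and cAMP-d2 for a cryptate-labelled anti-cAMP antibody.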
ELG1 DNA repair: qHTS screen for small molecules that inhibit ELG1-dependent DNA repair in human embryonic kidney (HEK293T) cells expressing luciferase-tagged ELG1; hit rate 2.3% among 330,000; HEK293T ELG1-luciferase reporter, luminescence, 16 h; DNA damage induced by 5-fluorouridine; Potency, µM (doses to about 46.1 µM), inactives show at the highest dose activity change, negative = inhibition, most hits filed as inhibitors; further: potency means the concentration at half of the fitted maximal effect; on the % scale 0 is the no-effect control and ±100 the full control effect; nearly all actives have a fitted effect of over 55% in size
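DMSO vehicle served as the neutral condition. Each well held 2,000 cells given 5-fluorouridine plus compound; after 16 hr at 37 °C/5% CO2, ONE-Glo was added and luciferase measured 30 min later.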
KCNH2 WT inh: qHTS for Inhibitors of KCHN2 3.1: Wildtype qHTS. U2OS, BacMam KCNH2, thallium flux FluxOr; hits give low values. activity change, % at 1.84 µM. hit rate 0.37% among 340,000;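 active means maximum activity change below -70%; inconclusive means maximum activity change between -70% and -50%; inactive means maximum activity change above -50%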; further: on the % scale 0 is the no-effect control and ±100 the full control effect
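U2OS cells transduced with wild-type KCNH2 virus are loaded with FluxOr dye for 45 min, and thallium flux is measured in kinetic reads before and after stimulation buffer. Rate constants are normalized to DMSO controls.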
KCNH2 3.1 block: qHTS for Inhibitors of KCHN2 3.1: Mutant qHTS | AID 720553, 2013 | Potassium voltage-gated channel subfamily H member 2, brain isoform KCNH2 3.1 (human) | U2OS KCNH2 3.1, thallium flux FluxOr; hits give low values | activity change, % (tested at about 1.8 µM) | hit rate 0.95% among 340,000;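 active means maximum activity change below -70%; inconclusive means maximum activity change from -70% to -50%; inactive means maximum activity change above -50%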;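 further: thallium influx rate constant from kinetic fluorescence after stimulation buffer; on the % scale 0 is the no-effect control and ±100 the full control effect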
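Kinetic fluorescence (2 min after stimulation buffer) measures Tl+ influx through KCNH2 3.1 expressed by viral transduction in U2OS cells; the rate constant is normalized against DMSO controls serving as positive and negative references.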
TCR activator: Activators of T cell receptors: qHTS campaign | primary human leukocytes, anti-CD3, IL-2 HTRF, 48 h | Potency, µM (highest dose often 9.22 µM), without a hit: at the highest dose activation of IL-2 secretion, most hits filed as activators | 330,000 tested, under 10 active; further: % of control where 0% means no effect
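HTRF read-out of IL-2 secretion: europium cryptate donor excited at 320nm, d2 acceptor emission at 665nm. Cells were primary human leukocytes incubated 48 hr with compounds and a-CD3 beads, supplying TCR signal only.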
AT treatment: qHTS Assay for Identifying a Potential Treatment of Ataxia-Telangiectasia | hit rate 0.19% among 320,000 | […] A-T fibroblasts, KAP-1 phosphorylation AlphaLISA; neocarzinostatin DNA damage 30 min before lysis | Potency, µM (highest dose often 57.5 µM), inactives show at the highest dose activation, usual class: activators; further: potency means the concentration at half of the fitted maximal effect; % of control where 0% means no effect; nearly all actives have a fitted effect of over 45% in size
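ATM-like activity read as KAP-1 phosphorylation via AlphaLISA donor/acceptor antibody pairs after lysis and 6 hr at 25C. Cells were ATM-null patient fibroblasts ([…], hTERT), dosed 60 min, then exposed to the DSB inducer NCS for 30 min.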
USP2a inh: qHTS Assay for Inhibitors of Ubiquitin-specific Protease USP2a Using CHOP2 as the Reporter; Potency, µM (series often up to 38.3 µM), for the others: top-dose activity change, negative = inhibition, actives largely listed as inhibitors; USP2 core, Ub-CHOP2 coupled fluorogenic reporter, 485/531; hit rate 0.01% among 330,000; Ubiquitin carboxyl-terminal hydrolase 2 (Homo sapiens), O75604; AID 463254, 2010;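 further: potency means the concentration at half of the fitted maximal effect; plate controls were DMSO wells for no effect and full inhibition by NEM control for full effect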
Target sequence (O75604 whole entry, looked up): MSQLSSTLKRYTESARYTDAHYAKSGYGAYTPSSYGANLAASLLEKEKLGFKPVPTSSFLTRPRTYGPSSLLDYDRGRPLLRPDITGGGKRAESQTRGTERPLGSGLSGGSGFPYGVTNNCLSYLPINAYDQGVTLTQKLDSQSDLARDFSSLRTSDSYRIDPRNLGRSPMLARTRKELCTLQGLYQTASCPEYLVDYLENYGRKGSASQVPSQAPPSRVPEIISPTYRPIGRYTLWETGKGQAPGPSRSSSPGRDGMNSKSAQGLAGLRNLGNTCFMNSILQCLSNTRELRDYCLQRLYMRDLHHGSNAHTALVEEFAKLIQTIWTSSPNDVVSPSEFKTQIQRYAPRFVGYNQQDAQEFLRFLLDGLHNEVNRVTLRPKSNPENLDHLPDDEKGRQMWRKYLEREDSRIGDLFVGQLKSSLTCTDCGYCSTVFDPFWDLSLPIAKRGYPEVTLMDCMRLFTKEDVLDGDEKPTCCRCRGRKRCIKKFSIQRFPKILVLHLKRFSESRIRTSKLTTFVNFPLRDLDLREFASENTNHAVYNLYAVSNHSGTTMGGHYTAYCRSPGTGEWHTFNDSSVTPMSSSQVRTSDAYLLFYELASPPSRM
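Cell-free coupled assay: 10nM USP2 core preincubated 30min RT with compound in Tris-HCl pH 8.0/CaCl2/CHAPS buffer, then 25nM Ub-CHOP2 and 25nM reporter substrate; fluorescence (Ex 485/Em 531) read after 60min RT, normalized to NEM inhibition, concentration-response curves fitted.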
Mito fusion yeast: qHTS Assay for Small Molecule Inhibitors of Mitochondrial Division or Activators of Mitochondrial Fusion | hit rate 0.23% among 320,000 | S. cerevisiae fusion-defective mutant growth rescue, CellTiterGlo 48 h | Potency, µM (series often up to 46.1 µM), without a hit: at the highest dose growth rescue (activation), hits mostly activators;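 further: potency means the concentration at half of the fitted maximal effect; % of control where 0% means no effect; nearly all actives have a fitted effect of over 45% in size; temperature-sensitive fusion mutants such as fzo1-1 at 37 °C on non-fermentable ethanol glycerol medium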
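Read-out: ATP-based luminescence (CellTiterGlo, 10 min ambient) reporting growth of fusion-defective ts yeast after 48 hours at 37C on glycerol/ethanol YPEG medium in the presence of compound.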
TRPV1 agonist: HTS Assay for Compounds that Act as Agonists of the Vanilloid Receptor 1; Transient receptor potential cation channel subfamily V member 1 (Homo sapiens), Q8NER1; TRPV1-expressing cells, Fluo-8 calcium influx, agonist mode; activation, % at 8.33 µM; hit rate 0.19% among 320,000; AID 540275, 2011; in the data active means activation above about 80%; inconclusive means between about 30% and that limit; further: 0% is about no effect
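TRPV1-expressing cells were cultured overnight at 35.5C and loaded with Fluo-8 calcium dye for 40 to 90 min at room temperature. After a 10 s baseline, compound was added and calcium influx was read kinetically for 3 min (ex 480/em 520 nm).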
* = called active by the depositor; [ ] = remark or other dose. Unless noted, the call rests on the fitted dose curve; in most records, active means well fitted curve in the direction sought with a large enough effect; inconclusive means small, poorly fitted or top-dose-only effect, or another doubt; inactive means no such curve, though single readings can be large; an effect the other way counts as inactive or inconclusive. An excerpt; count on the stated rates, not on these rows.

Screening CCCCNS(=O)(=O)c1ccc2nc(-c3cccnc3)cc(C(=O)NCCOC)c2c1 returned Eya2 inh 8.2%, TSHR antag 3.7, ELG1 DNA repair 8.3%, KCNH2 WT inh 1.9, KCNH2 3.1 block -12.1, TCR activator 3.0%, AT treatment 0.0%, USP2a inh -0.7%, Mito fusion yeast -0.9% and TRPV1 agonist 0.2.
CC(C)Cn1c(-c2csc(C(C)C)c2)n[nH]c1=S was read as Eya2 inh 1.5%, TSHR antag -13.8, ELG1 DNA repair 3.0%, KCNH2 WT inh 10.9, KCNH2 3.1 block -32.9, TCR activator 10.0%, AT treatment 2.2%, USP2a inh 9.3%, Mito fusion yeast 0.6% and TRPV1 agonist 5.1.
Screening CCN1CCCC1CNC(=O)Cn1nc(C)n2c(cc3cc(F)ccc32)c1=O (stereo not drawn) returned Eya2 inh -2.4%, TSHR antag 2.9, ELG1 DNA repair inconclusive, KCNH2 WT inh 2.0, KCNH2 3.1 block 4.7, TCR activator -2.1%, AT treatment 2.5%, USP2a inh -0.5%, Mito fusion yeast 13.7% and TRPV1 agonist 1.1.
CN=C1c2cc3c(Br)c(OC)ccc3n2CCN1C was read as Eya2 inh -3.7%, TSHR antag -8.4, ELG1 DNA repair -6.6%, KCNH2 WT inh -0.8, KCNH2 3.1 block -23.0, TCR activator 5.2%, AT treatment 6.8%, USP2a inh -5.6%, Mito fusion yeast -0.7% and TRPV1 agonist -2.6.
`Cc1noc(C)c1COc1ccc(C(=O)OCC(=O)N2CC(=O)Nc3ccccc32)cc1` gave Eya2 inh -4.4%, TSHR antag 27.1, ELG1 DNA repair -22.6%, KCNH2 WT inh 6.7, KCNH2 3.1 block -22.6, TCR activator 3.7%, AT treatment 0.0%, USP2a inh 1.4%, Mito fusion yeast 2.4% and TRPV1 agonist 10.6.
C/C(=N/Nc1ccccc1C(=O)O)c1cccs1 was read as Eya2 inh 17.5%, TSHR antag 0.4, ELG1 DNA repair inconclusive, KCNH2 WT inh -3.4, KCNH2 3.1 block -0.7, AT treatment -12.2%, USP2a inh -0.8%, Mito fusion yeast -1.5% and TRPV1 agonist 1.6.
Screening NS(=O)(=O)c1cccc(NC(=O)CN2CCCc3ccccc32)c1 returned Eya2 inh -8.5%, TSHR antag -8.4, ELG1 DNA repair -6.2%, KCNH2 WT inh 2.6, KCNH2 3.1 block inconclusive, TCR activator 2.4%, AT treatment 3.1%, USP2a inh 9.6%, Mito fusion yeast -2.2% and TRPV1 agonist 3.2.
`Cc1cc2[nH]c(=O)c(=O)[nH]c2cc1S(=O)(=O)Nc1cccc(F)c1` gave Eya2 inh -6.6%, TSHR antag 6.1, ELG1 DNA repair 17.3%, KCNH2 WT inh 5.3, KCNH2 3.1 block -2.4, TCR activator -8.5%, AT treatment 4.8%, USP2a inh 0.8%, Mito fusion yeast 9.7% and TRPV1 agonist -0.8.
Screening CCN(CC)S(=O)(=O)c1ccc(C)c(NC(=S)NNC(=O)C2CC2)c1 returned Eya2 inh 2.1%, TSHR antag 13.6, ELG1 DNA repair -0.9%, KCNH2 WT inh -0.2, KCNH2 3.1 block 7.5, TCR activator -5.3%[46.1 µM], USP2a inh -0.9%, Mito fusion yeast 0.1% and TRPV1 agonist 5.5.
COc1ccc(C(=O)c2cccc(C(=O)c3ccc(OC)c(C)c3)c2)cc1C was read as Eya2 inh inconclusive, TSHR antag -8.1, ELG1 DNA repair -1.1%, KCNH2 WT inh -3.9, KCNH2 3.1 block -14.8, TCR activator -4.1%, AT treatment -3.2%, USP2a inh 1.8%, Mito fusion yeast 0.7% and TRPV1 agonist 8.1.
Screening C/C(=N\Nc1ccc(S(=O)(=O)N2CCCCC2)cn1)c1ccc(O)cc1 returned Eya2 inh 7.3%, TSHR antag -24.7, ELG1 DNA repair inconclusive, KCNH2 WT inh -4.7, KCNH2 3.1 block -9.5, TCR activator 0.8%, AT treatment -0.7%, USP2a inh -0.9%, Mito fusion yeast 5.9% and TRPV1 agonist -1.8.
For CC(C)(C)CN1CCC(n2nccc2NC(=O)c2ccccc2Cl)CC1 the results were Eya2 inh 15.5%, TSHR antag -7.2, ELG1 DNA repair -1.4%, KCNH2 WT inh 15.0, KCNH2 3.1 block 6.9, TCR activator -2.6%, AT treatment 9.5%, USP2a inh -0.8%, Mito fusion yeast -0.3% and TRPV1 agonist -1.9.
For Cc1oc(-c2cccs2)nc1CNC[C@H]1O[C@@H](n2cnc3c(N)ncnc32)[C@H](O)[C@@H]1O the results were Eya2 inh 0.6%, TSHR antag 5.9, ELG1 DNA repair -0.2%, KCNH2 WT inh -0.9, KCNH2 3.1 block 2.0, TCR activator -3.2%, AT treatment 9.6% and USP2a inh 2.1%.
`O=C1N=C(N2CCc3ccccc3C2)S/C1=C\c1ccc(O)cc1` gave Eya2 inh 4.3%, TSHR antag -5.4, ELG1 DNA repair -17.8%, KCNH2 WT inh 6.3, KCNH2 3.1 block -18.3, TCR activator 6.0%, AT treatment -10.7%, USP2a inh 0.8%, Mito fusion yeast 10.4% and TRPV1 agonist 3.4.
Screening CCN(CC)S(=O)(=O)c1ccc(N2CCOCC2)c(NC(=O)c2ccco2)c1 returned Eya2 inh -0.2%, TSHR antag 6.5, ELG1 DNA repair inconclusive, KCNH2 WT inh -3.1, KCNH2 3.1 block 20.6, TCR activator -1.2%, AT treatment 12.5% and USP2a inh 1.9%.
Screening CN1C2CCC1CC(NC(=O)CSc1ccc(Cl)cc1)C2 (stereo not drawn) returned Eya2 inh -4.7%, TSHR antag 27.6, ELG1 DNA repair -1.0%, KCNH2 WT inh 10.3, KCNH2 3.1 block -2.8, TCR activator -2.0%, AT treatment -0.7%, USP2a inh 3.8%, Mito fusion yeast -5.9% and TRPV1 agonist -0.3.
For COc1cccc(CN2CCNC(=O)C2CC(=O)NCCCn2ccnc2)c1 (stereo not drawn) the results were Eya2 inh 0.1%, TSHR antag 9.6, ELG1 DNA repair 16.8%, KCNH2 WT inh -9.9, KCNH2 3.1 block -9.2, TCR activator 1.5%, AT treatment -1.8%, USP2a inh -1.7%, Mito fusion yeast -1.5% and TRPV1 agonist -3.6.
Screening NC1=NC(=Nc2ccc(Br)cc2)c2ccccc21 returned Eya2 inh 8.8%, TSHR antag -5.1, ELG1 DNA repair inconclusive, KCNH2 WT inh -0.6, KCNH2 3.1 block -9.4, TCR activator -11.4%[46.1 µM], AT treatment 25.7%, USP2a inh 1.2%, Mito fusion yeast -3.9% and TRPV1 agonist -3.6.
For CC(C)CC1NC(=O)N(CC(=O)Nc2ccccc2-c2ccccc2)C1=O (stereo not drawn) the results were Eya2 inh 9.7%, TSHR antag -1.3, ELG1 DNA repair -8.9%, KCNH2 WT inh 11.4, KCNH2 3.1 block 1.9, TCR activator 10.7%, AT treatment 2.1%, USP2a inh 6.7%, Mito fusion yeast 12.2% and TRPV1 agonist 4.2.
For Cn1c(=O)[nH]c(=O)c2c1nc(Br)n2Cc1ccccc1F the results were Eya2 inh -5.8%, TSHR antag 51.8, ELG1 DNA repair 12.8%, KCNH2 WT inh 5.1, KCNH2 3.1 block -4.0, TCR activator 3.1%, AT treatment 4.7%, USP2a inh 2.2%, Mito fusion yeast -0.6% and TRPV1 agonist -0.9.
`CCN(CC)S(=O)(=O)c1ccc(NC(=O)c2cnccn2)cc1` gave Eya2 inh -2.0%, TSHR antag -0.5, ELG1 DNA repair -0.5%, KCNH2 WT inh 22.7, KCNH2 3.1 block 21.5, TCR activator -1.8%, AT treatment 2.7%, USP2a inh 0.2%, Mito fusion yeast 3.7% and TRPV1 agonist inconclusive.
`Cc1ccc(CN(CC(=O)N/N=C/c2ccco2)S(=O)(=O)c2ccc(C)cc2)cc1` gave Eya2 inh 5.9%, TSHR antag 1.3, ELG1 DNA repair inconclusive, KCNH2 WT inh -1.3, KCNH2 3.1 block -0.5, TCR activator -2.8%, AT treatment -0.6%, USP2a inh 0.8%, Mito fusion yeast -6.2% and TRPV1 agonist 13.1.
`O=C1N/C(=N/N=C/c2ccco2)SC1Cc1ccccc1` (stereo not drawn) gave Eya2 inh -3.1%, TSHR antag 9.7, ELG1 DNA repair -0.1%, KCNH2 WT inh 10.9, KCNH2 3.1 block -7.2, TCR activator 1.8%, AT treatment 1.2%, USP2a inh -2.6%, Mito fusion yeast 0.1% and TRPV1 agonist 0.0.
